Screening data (PubChem BioAssay)
AHR activator – activates the human aryl hydrocarbon receptor; P35869; activation, % at 5 µM; AHR-responsive luciferase reporter cells, luminescence; hit rate 2.5% among 320,000; in the data active = activation above about 47%;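 also: 0% = vehicle wells and 100% = reference agonist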
HCV core dimer – HCV core protein dimerization inhibition | TR-FRET GST/Flag-core106 dimerization, 1536-well | inhibition, % at 5 µM | hit rate 0.33% among 300,000;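 active = inhibition above the mean of all tested compounds plus 3 SD, set per screening campaign, cut at about 45% in these data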
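System: GST-tagged and Flag-tagged HCV core protein residues 1-106 / Input: core106 proteins, GST 13.5 nM and Flag 17 nM / Buffer or medium: KF-containing HEPES buffer, pH 7.45, DTT, CHAPS, BSA / Probe or stimulus: Eu-anti-GST and XL665-anti-Flag labelled anti-tag antibodies / Schedule: 4 h, 22.5 °C incubation / Technique: TR-FRET 671 and 617 nm emission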
CTSL1 counter – blocks F. hepatica cathepsin L1 in PFM18AAP counter-screen | hit rate 0.49% among 300,000 | AID 1906 | recombinant F. hepatica cathepsin L1, Z-Leu-Arg-MCA fluorescence | inhibition, % at 5.96 µM;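 active = inhibition above the mean of all tested compounds plus 3 SD, set per screening campaign, cut at about 17% in these data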;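 also: 0% = plate median of test compound wells and 100% = 1 µM Z-Phe-Ala-diazomethylketone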
proCasp7 act – counter-screen: procaspase-7 (human) activation | P55210 | recombinant procaspase-7, Ac-DEVD-pNA absorbance 405 nm; D23A/D198A/D206A triple mutant, cannot self-cleave; scale: DMSO 0, 5 µM enzyme 100 | activation, % at 8.5 µM | hit rate 0.093% among 330,000;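 active = percent activation above the screen-wide mean plus 3 SD, cut at about 25% in these data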
Target sequence (P55210 whole entry D23A/D198A/D206A): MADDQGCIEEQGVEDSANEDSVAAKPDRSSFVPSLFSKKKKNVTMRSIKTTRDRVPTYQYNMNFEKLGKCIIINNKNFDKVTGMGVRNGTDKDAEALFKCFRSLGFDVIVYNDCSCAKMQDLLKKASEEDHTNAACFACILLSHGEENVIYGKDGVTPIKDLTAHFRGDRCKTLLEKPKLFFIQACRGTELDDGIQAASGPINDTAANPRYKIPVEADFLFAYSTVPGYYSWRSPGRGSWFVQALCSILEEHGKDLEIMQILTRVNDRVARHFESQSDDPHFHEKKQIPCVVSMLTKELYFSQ
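Assay system – Uncleavable procaspase-7 mutant enzyme · Quantity – 2 µM procaspase-7 mutant as dispensed · Times – 1 h preincubation, 2 h reaction · Dosing – single nominal 8.5 µM compound dose, 0.8% DMSO final · Buffer or medium – Zinc-free 50 mM HEPES buffer, pH 7.4, with NaCl and Triton X-100 · Detection – Epi-absorbance of released pNA at 405 nm, two timepoints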
TPT1 inh – blocks Candida albicans tRNA 2'-phosphotransferase; recombinant caTPT1, FP RNA substrate dephosphorylation; inhibition, % at 5 µM; hit rate 0.81% among 300,000; AID 1962;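 active = inhibition above the mean of all tested compounds plus 3 SD, set per screening campaign, cut at about 24% in these data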;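 also: plate controls were DMSO alone for no effect and ferristatin control at 100 nM for full effect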
PP5 primary – PP5 (human) phosphatase inhibition. P53041. purified PP5c, OMFP substrate fluorescence. inhibition, % at 6.7 µM. hit rate 0.18% among 320,000. AID 1987;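 active = inhibition above the campaign's mean inhibition across all tested compounds plus 3 SD, cut at about 9.5% in these data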;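 also: 0% = DMSO only and 100% = 100 µM cantharidin control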
PAFAH2 FP inh – PAFAH2 (human) inhibition; Q99487; recombinant PAFAH2, FP-rhodamine activity probe, fluorescence polarization; inhibition, % at 3.39 µM; hit rate 0.99% among 340,000; AID 492956;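 active = inhibition above the mean over all tested compounds plus 3 SD, cut at about 30% in these data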;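 also: inhibitors block probe labeling of enzyme so polarization drops; 0% = enzyme with DMSO and 100% = wells lacking PAFAH2 protein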
procasp3 activ – activates human procaspase-3; AID 463141; activation, % at 8.5 µM; recombinant procaspase-3 D3A, Ac-DEVD-pNA absorbance 405 nm; P42574; hit rate 0.11% among 330,000;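 active = activation above the mean of all tested compounds plus 3 SD, cut at about 21% in these data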;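 also: 0% = DMSO alone and 100% = DMSO wells spiked with extra 5 µM PC-3 D3A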
Target sequence (P42574 whole entry D9A/D28A/D175A): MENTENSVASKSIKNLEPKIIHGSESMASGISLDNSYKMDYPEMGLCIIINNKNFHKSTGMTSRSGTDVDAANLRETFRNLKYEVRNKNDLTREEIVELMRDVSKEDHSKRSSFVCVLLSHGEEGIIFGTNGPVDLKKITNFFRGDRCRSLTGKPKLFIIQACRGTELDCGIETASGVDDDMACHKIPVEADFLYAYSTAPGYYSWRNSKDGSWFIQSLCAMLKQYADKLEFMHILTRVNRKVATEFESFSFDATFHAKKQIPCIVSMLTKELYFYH
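Test system: Procaspase-3 D3A mutant; medium: Zinc-free HEPES/NaCl buffer with 0.01% Triton X-100 at pH 7.4; reagent: DEVD-pNA substrate; doses: one concentration, 8.5 µM nominal, 0.8% DMSO; times: 1 h preincubation plus 2 h reaction at 25 °C; signal: Epi-absorbance at 405 nm of released p-nitroaniline, 0 and 120 min; replicates: singlicate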
PP1 counter – blocks human PP1-alpha phosphatase, a PP5 counter-screen | purified PP1alpha, OMFP fluorescence | P62136 | inhibition, % at 6.7 µM | AID 2235 | hit rate 0.9% among 320,000;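 active = inhibition above the mean inhibition of all tested compounds plus 3 SD, computed separately for each screening campaign, cut at about 15% in these data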
Target sequence (P62136 whole entry, looked up): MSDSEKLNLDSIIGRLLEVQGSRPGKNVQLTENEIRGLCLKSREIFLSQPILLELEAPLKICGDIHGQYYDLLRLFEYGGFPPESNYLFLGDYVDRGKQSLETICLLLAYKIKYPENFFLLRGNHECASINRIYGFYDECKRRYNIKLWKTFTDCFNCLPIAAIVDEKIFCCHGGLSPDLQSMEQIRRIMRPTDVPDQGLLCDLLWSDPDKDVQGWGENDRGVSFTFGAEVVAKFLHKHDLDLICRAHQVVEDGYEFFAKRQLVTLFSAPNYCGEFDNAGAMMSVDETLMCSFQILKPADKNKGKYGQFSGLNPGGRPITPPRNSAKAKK
Active calls of the source: *; x = not tested or not shown.

#1 CCc1ccccc1NC(=O)CN(C)C(=O)CSc1nnc(Nc2ccc(C)cc2)s1
#2 CCn1c(C)nnc1SCC(=O)Nc1cccc(C(F)(F)F)c1
#3 CCOc1cc(CNc2nn[nH]n2)ccc1OCC(=O)NC(C)(C)C
#4 Cc1ccc(NC(=O)CC2OC(=O)c3ccccc32)cc1S(=O)(=O)N1CCCCCC1 (stereo unspecified)
#5 NS(=O)(=O)c1ccc(CCNC(=O)CNS(=O)(=O)c2cccc(Br)c2)cc1
#6 COC(=O)C1CCN(C(=O)COC(=O)c2oc3ccc(OC)cc3c2C)CC1
#7 COc1ccccc1NC(=O)CSc1n[nH]c(-c2cccnc2)n1
#8 O=C(CNC(=O)N1CC(=O)Nc2ccccc21)NCCc1c[nH]c2ccccc12
#9 O=C1CN(C(=O)COC(=O)[C@@H]2CCCN2S(=O)(=O)c2ccc(Cl)cc2)c2ccccc2N1
#10 O=C(Nc1ccc(Cl)cc1)c1ccco1
assay / compound	1	2	3	4	5	6	7	8	9	10
AHR activator	1	4	0	5	1	-1	4	19	1	21
HCV core dimer	11	-7	4	x	-4	-5	-8	2	x	0
CTSL1 counter	0	8	2	x	0	1	-1	-3	x	4
proCasp7 act	2	-11	13	-4	8	-2	-5	8	-7	-3
TPT1 inh	2	-1	2	x	-1	2	3	-1	x	-1
PP5 primary	1.8	0.3	0.1	2.3	0.6	5.2	4.0	1.7	x	-1.0
PAFAH2 FP inh	-9	2	0	1	19	0	9	4	9	-2
procasp3 activ	0	1	-1	-1	4	-2	-2	6	8	1
PP1 counter	1	-1	-8	2	-2	3	-7	-9	x	-3

#11 O=S(=O)(c1ccc2c(c1)CCCN2)N1CCCCC1
#12 CC(=O)O[C@@H]1C[C@H]2C(C)(C)C(=O)C=C[C@]2(C)[C@H]2CC[C@@]3(C)[C@H](c4ccoc4)OC(=O)[C@H]4O[C@]43[C@@]21C
#13 CC(=O)N1CCN(S(=O)(=O)c2ccccc2)C1c1ccccc1 (stereo unspecified)
#14 CCOC(=O)CCCCC(=O)c1[nH]c(=O)[nH]c1Cn1cnc2ccccc21
#15 CCS(=O)(=O)C1=NN2C(=N)/C(=C\c3ccc(OCCOc4cccc(OC)c4)c(OC)c3)C(=O)N=C2S1
#16 CNC(=O)/C(C#N)=C\c1ccc(CNS(=O)(=O)c2ccccc2)o1
#17 O=C(NCC1CCCO1)c1cccnc1NCc1ccc(F)cc1 (stereo unspecified)
#18 CC1CC(C)CN(C(=O)COC(=O)c2ccc3c(c2)C(=O)N(Cc2ccco2)C3=O)C1 (stereo unspecified)
#19 COc1ccc(CCNC(=O)CSc2nc3cc(Cl)ccc3o2)cc1OC
#20 Cc1ccc(S(=O)(=O)N2CCOC2CNC(=O)C(=O)NCCc2ccccc2)cc1 (stereo unspecified)
assay / compound	11	12	13	14	15	16	17	18	19	20
AHR activator	1	-2	102*	9	1	1	3	-2	3	-1
HCV core dimer	x	22	-4	6	33	-12	-2	x	1	-2
CTSL1 counter	x	0	0	0	7	10	0	x	5	1
proCasp7 act	0	-5	5	1	-5	6	1	1	6	7
TPT1 inh	x	0	0	2	1	-5	-2	x	-2	0
PP5 primary	-1.3	4.8	0.8	-0.3	3.2	-2.9	-3.0	4.3	-1.7	1.1
PAFAH2 FP inh	0	-3	1	0	-14	9	2	12	-1	1
procasp3 activ	-1	6	18	8	8	-12	5	-3	4	1
PP1 counter	-2	13	1	-2	16*	5	-3	1	-3	-5

Brought forward from above: 2 entries; new compounds follow.
#19 COc1ccc(CCNC(=O)CSc2nc3cc(Cl)ccc3o2)cc1OC
#20 Cc1ccc(S(=O)(=O)N2CCOC2CNC(=O)C(=O)NCCc2ccccc2)cc1 (stereo unspecified)
#21 CCCNC(=S)N(Cc1cc2cc(C)ccc2n2nnnc12)CC(C)(C)CN(C)C
#22 O=C1/C(=C/c2ccccn2)SC(=S)N1c1cccc(O)c1
#23 CCOC(=O)c1c(C)nc2sc3c(c2c1-c1ccc(OC)cc1)NC(c1ccccc1)NC3=O (stereo unspecified)
#24 Nc1nc(SCC(=O)N2CCCc3ccccc32)[nH]c(=O)c1-c1ccccc1
#25 O=C(NNC(=O)C1CC1c1ccccc1)Nc1cccc(Cl)c1 (stereo unspecified)
#26 Cc1nnc(SCC(=O)NC(C)(C)C)n1NCc1ccc(Cl)cc1
#27 COCCn1c(SC)nnc1-c1c[nH]c2ccccc12
#28 Cc1cc(C(=O)CC#N)c(C)n1-c1ccc(OC(F)F)cc1
#29 COC(=O)c1[nH]c2ccc(F)cc2c1NS(=O)(=O)c1ccc(OC)cc1OC
#30 C=CCn1c(-c2cccc(S(=O)(=O)N(CC)CC)c2)n[nH]c1=S
assay / compound	19	20	21	22	23	24	25	26	27	28	29	30
AHR activator	3	-1	2	0	2	12	2	1	30	1	15	-2
HCV core dimer	1	-2	-11	0	11	3	0	-8	-9	8	0	-1
CTSL1 counter	5	1	2	-1	3	1	-4	-2	2	5	-4	-4
proCasp7 act	6	7	6	-16	-8	-5	4	11	-8	2	1	-14
TPT1 inh	-2	0	-6	-2	-2	-4	-1	-1	0	0	-1	-5
PP5 primary	-1.7	1.1	3.2	1.5	3.2	1.1	0.5	-1.0	-1.7	0.5	5.0	-0.7
PAFAH2 FP inh	-1	1	-2	24	4	-10	-2	-4	4	2	0	3
procasp3 activ	4	1	1	-5	-26	6	3	3	-2	4	-5	-18
PP1 counter	-3	-5	-6	2	6	-2	1	-1	0	1	-1	-3

#31 O=C(c1ccc(CNc2c(N3CCOCC3)c(=O)c2=O)cc1)N1CC=C(c2ccccc2)CC1
#32 Cc1nn(CCOc2cccc(Cl)c2)c(C)c1[N+](=O)[O-]
#33 CC(=O)c1ccc(OCC(O)CN2CCCC(C)C2)cc1 (stereo unspecified)
#34 O=C(Cn1nc(C(=O)O)c2ccccc2c1=O)Nc1cccc(S(=O)(=O)N2CCCCC2)c1
#35 O=C(O)c1ccc(NC(=S)NC(=O)c2cncc(Br)c2)cc1
#36 CCOc1ccc(-c2nnc(-c3cccs3)o2)cc1
#37 Cc1ccc(OCCOCCN2CCCC2)c(Br)c1
#38 O=C(O)C12C[C@H]3C[C@@H](C1)CC(n1ncc(N4CCN(c5ccccc5)CC4)c(Cl)c1=O)(C3)C2
#39 O=C(NNC(=O)c1cccnc1)Nc1ccccc1
#40 CC1CCN(C(=O)Cn2nnc(-c3cccs3)n2)CC1
assay / compound	31	32	33	34	35	36	37	38	39	40
AHR activator	-1	-7	8	0	-10	-4	1	-3	-1	13
HCV core dimer	12	-14	-15	x	6	-4	0	-5	2	-1
CTSL1 counter	2	2	-4	x	3	2	2	3	4	-5
proCasp7 act	-2	9	-15	2	-12	5	1	3	0	10
TPT1 inh	-1	-3	0	x	0	0	2	-2	2	-1
PP5 primary	0.8	2.5	1.8	x	1.9	2.1	0.2	0.7	3.5	-2.6
PAFAH2 FP inh	-1	0	3	1	2	1	11	-5	2	3
procasp3 activ	4	8	2	3	-9	8	5	3	-2	-5
PP1 counter	2	7	1	x	-1	3	-1	5	-3	-1

Entries above that bear a hit mark in AHR activator.
cpd	structure	AHR activator	HCV core dimer	TPT1 inh	PP5 primary	PAFAH2 FP inh	procasp3 activ
13	CC(=O)N1CCN(S(=O)(=O)c2ccccc2)C1c1ccccc1 (stereo unspecified)	102*	-4	0	0.8	1	18

Continuation.
#41 O=C(CSc1ncnc2sc3c(c12)CCC3)Nc1ccccc1C(=O)O
#42 C/C(=N\NC(=O)C1COc2ccccc2O1)c1ccc(Cl)s1 (stereo unspecified)
#43 CC(=O)Oc1ccc2c(c1)Oc1cc(OC(C)=O)ccc1C21OC(=O)c2ccccc21
#44 CC(OC(=O)Cc1coc2ccc3ccccc3c12)C(=O)NC(N)=O (stereo unspecified)
#45 COc1cccc(OCC(Cn2cnc3ccccc32)OC(C)=O)c1 (stereo unspecified)
#46 O=C(COC(=O)c1cc(F)cc(F)c1)NCCCc1ccccc1
#47 COc1ccc(C(=O)Nc2ccccc2C(=O)N2CCCCCC2)cc1
#48 Cn1c(COc2ccc(Cl)cc2Cl)nnc1SCC(=O)NCC1CCCO1 (stereo unspecified)
#49 COc1ccc(C(c2c(NC(=O)c3ccco3)sc(C)c2C)N2CCOCC2)cc1OC (stereo unspecified)
#50 CC(=O)CSc1nsc(SCC(C)=O)c1C#N
#51 COCc1nnc(NC(=O)c2cc(Cl)ccc2OC)s1
#52 O=C(O)c1ccc(Cl)c(NC(=O)C2CCCN2S(=O)(=O)c2cccc3nsnc23)c1 (stereo unspecified)
#53 CCSc1nc(-c2ccccc2)c2cc(Cl)ccc2n1
assay / compound	41	42	43	44	45	46	47	48	49	50	51	52	53
AHR activator	4	7	-1	19	7	0	7	0	2	23	28	1	0
HCV core dimer	3	2	-3	9	-6	3	-11	-10	x	42	6	-2	4
CTSL1 counter	-1	2	-9	-5	-1	-11	-1	1	x	10	-2	1	-1
proCasp7 act	7	3	4	-4	-3	-8	-1	-12	8	-6	6	12	10
TPT1 inh	1	-1	-15	4	3	-4	0	-1	x	11	2	-1	1
PP5 primary	0.1	4.1	-54	-0.5	2.2	1.2	1.9	-2.6	1.0	2.3	1.9	4.9	-0.2
PAFAH2 FP inh	11	-1	124*	1	1	13	12	-4	5	6	8	1	-4
procasp3 activ	-8	-1	7	-7	-2	0	1	-10	4	1	-5	-1	-5
PP1 counter	1	0	-111	-1	-5	-2	-1	-4	1	-5	-5	1	-2
